ROMK primary – ROMK potassium channel modulators, primary screen, cell-based, thallium flux, MLSMR library. ATP-sensitive inward rectifier potassium channel 1 (Homo sapiens), P48048. Tet-inducible ROMK, thallium flux fluorescence; actives lie on both sides. B-score at 10 µM. actives 2% (n = 130,000). AID 1918, 2009;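 active = signal ratio slope over the read window, or its plate-corrected B-score, at least 3 SD from the plate mean, either direction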;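 also: B-score of the F/F0 ratio slope over 7 to 12 s after thallium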
Target sequence (P48048 whole entry, looked up): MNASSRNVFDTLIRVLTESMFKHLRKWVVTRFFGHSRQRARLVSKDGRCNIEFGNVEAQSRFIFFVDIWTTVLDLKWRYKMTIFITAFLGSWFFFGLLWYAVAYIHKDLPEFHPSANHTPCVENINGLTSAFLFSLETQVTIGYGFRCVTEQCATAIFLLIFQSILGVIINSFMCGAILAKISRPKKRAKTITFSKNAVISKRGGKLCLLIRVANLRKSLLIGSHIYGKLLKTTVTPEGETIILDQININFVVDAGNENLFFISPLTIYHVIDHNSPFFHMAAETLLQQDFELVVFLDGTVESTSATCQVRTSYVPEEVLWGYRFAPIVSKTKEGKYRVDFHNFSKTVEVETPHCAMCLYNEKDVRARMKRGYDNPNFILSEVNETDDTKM
STAT3 blocker – IL-6 driven STAT3 reporter inhibitors, primary screen, U3A cells, luciferase, luminescence, MLSCN library. AID 862, 2007. inhibition, % at 5.5 µM. IL-6 STAT3-luciferase reporter; host cell line lacks STAT1. actives 0.89% (n = 190,000);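 active = inhibition above the mean inhibition across all screened compounds plus 3 SD, cut at about 44% in these data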;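 also: 0% = DMSO only wells and 100% = 100 µM nifuroxazide control wells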
STAT3 activator – IL-6 driven STAT3 reporter potentiators, primary screen, U3A cells, luciferase, luminescence, MLSCN library | activation (% of control), % at 5.6 µM | IL-6 STAT3-luciferase reporter; 100% = signal with IL-6 EC80 alone | AID 871, 2007 | actives 0.91% (n = 190,000);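 active = activation above the screen-wide mean of compound activation plus 3 SD, cut at about 130% in these data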;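 also: 0% = background luminescence of wells with medium and substrate only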
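Material: STAT3-luciferase reporter U3A cells. Controls: IL-6-treated wells, 100% activation. Read-out: % activation versus median of IL-6-stimulated wells. Probe or stimulus: IL-6 stimulus at 33 ng/mL final. Timing: compound 1 h, then IL-6 6 h at 37 °C. Signal: reporter luminescence signal.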
STAT1 blocker – STAT1 signaling inhibitors, primary screen, cell-based, HTS, luciferase reporter; NIH 3T3 STAT1-luciferase reporter, IFN-gamma, luminescence; inhibition, % at 5.5 µM; actives 0.35% (n = 200,000); AID 920, 2007;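 active = inhibition above a set limit, the mean inhibition across all tested compounds plus 3 SD, cut at about 34% in these data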;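 also: 0% = IFN-gamma with DMSO and 100% = IFN-gamma with 300 µM nifuroxazide; values of inactives mirror those of a sister screen read the other way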
TNAP act hi DEA – TNAP activators at high phosphate acceptor level, primary screen, biochemical, luminescence, uHTS | activation factor at 20 µM | Alkaline phosphatase, tissue-nonspecific isozyme (Homo sapiens), P05186 | purified TNAP, CDP-star luminescence, 1 M DEA, 30 min; stronger effect = higher value; 0 = EDTA background, 1 = DMSO-only activity | 200,000 tested, under 10 active | AID 1136, 2008;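 active = activation factor at least 2 at 20 µM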
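Measured by: Luminescent substrate turnover signal | Test system: Human TNAP | Input: TNAP 1/800 final | Dosing: 20 µM single point | Schedule: 30 min, room temperature | Controls: EDTA wells as negative control, DMSO wells as positive control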
bIAP act – bovine intestinal alkaline phosphatase activators, primary screen, biochemical, bovine IAP, CDP-star luminescence; purified bovine IAP, 30 min; stronger effect = higher value; fold of DMSO-control signal, blank-subtracted; activation factor at 20 µM; actives 0.17% (n = 200,000); alkaline phosphatase, intestinal [Bos taurus];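 active = activation factor of 2 or more at 20 µM, a signal rise over negative controls twice the positive control's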
PPARg SRC-1 ag – PPARgamma agonists recruiting SRC-1 coactivator, primary screen, biochemical; Peroxisome proliferator-activated receptor gamma (Homo sapiens), P37231; PPARgamma-SRC-1 coactivator recruitment biochemical assay; activation, % at 8 µM; actives 0.41% (n = 200,000); in the data active = activation above about 19%;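 also: 0% = DMSO and 100% = reference agonist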
Target sequence (P37231 whole entry, looked up): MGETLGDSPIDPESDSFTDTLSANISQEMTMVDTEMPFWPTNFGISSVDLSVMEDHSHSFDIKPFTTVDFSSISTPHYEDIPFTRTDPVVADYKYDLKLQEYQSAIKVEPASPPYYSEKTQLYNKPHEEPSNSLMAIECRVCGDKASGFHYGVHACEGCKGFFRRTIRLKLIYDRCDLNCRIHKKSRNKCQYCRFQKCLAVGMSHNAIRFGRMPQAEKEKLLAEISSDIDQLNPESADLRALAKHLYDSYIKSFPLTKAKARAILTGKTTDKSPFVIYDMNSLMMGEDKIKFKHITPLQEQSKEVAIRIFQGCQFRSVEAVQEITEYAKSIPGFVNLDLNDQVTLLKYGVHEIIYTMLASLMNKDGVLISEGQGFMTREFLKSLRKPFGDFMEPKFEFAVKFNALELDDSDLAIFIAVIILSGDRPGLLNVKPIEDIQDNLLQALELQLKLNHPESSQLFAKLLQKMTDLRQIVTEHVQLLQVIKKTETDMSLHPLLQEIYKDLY
PPARg SRC3 recr – PPARgamma agonists recruiting SRC-3 coactivator, primary screen, biochemical | AID 731, 2007 | activation, % at 8 µM | biochemical PPARgamma/SRC-3 coactivator recruitment assay | actives 0.26% (n = 200,000); in the data active = activation above about 23%;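 also: 0% = DMSO and 100% = reference agonist; some compounds past the cut are filed as inactive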
PPARg SRC-2 ag – agonists of PPARg-SRC-2 recruitment, primary screen, biochemical, HTS; Peroxisome proliferator-activated receptor gamma (Homo sapiens), P37231; PPARgamma LBD-SRC-2 recruitment; activation, % at 8 µM; actives 0.34% (n = 200,000); AID 1032, 2008; in the data active = activation above about 22%;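 also: 0% = vehicle and 100% = reference agonist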
TR-FRET SRC-2 ct – TR-FRET signal artefacts, primary screen, artefact control for PPARgamma SRC-2 agonist project, biochemical; actives 0.4% (n = 200,000); TR-FRET ratio at 8 µM; TR-FRET artefact counter-screen; stronger effect = higher value; in the data active = TR-FRET ratio above about 2000; also: inactives centre near 1500
bIAP inh – bovine intestinal alkaline phosphatase inhibitors, primary screen, selectivity assay for TNAP inhibitor project, biochemical, bovine IAP, CDP-star luminescence; alkaline phosphatase, intestinal [Bos taurus]; purified bovine IAP, 30 min; inhibition, % at 20 µM; 190,000 tested, under 10 active; AID 1019, 2008;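 active = over 50% inhibition of intestinal alkaline phosphatase at 20 µM in the single-dose screen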
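test system = bovine IAP enzyme | medium = DEA buffer 100 mM, pH 9.8, with MgCl2 1.0 mM, ZnCl2 0.02 mM | detection = luminescence | dosing = single compound dose of 20 µM, 2% DMSO final | incubation = 30 min reaction at room temperature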
Active calls of the source: *; . = no result given.

Order of results: STAT1 blocker, PPARg SRC-2 ag, STAT3 blocker, bIAP inh, bIAP act, TNAP act hi DEA, PPARg SRC3 recr, STAT3 activator, ROMK primary, TR-FRET SRC-2 ct, PPARg SRC-1 ag
[1] O=C(OCC(=O)N1CCc2ccccc21)c1cncc(Br)c1
  -12, 6, 0, 12, 0.9, 1, 0, 101, -0.17, 1736, 9
[2] COc1cc([N+](=O)[O-])cc2cc(C(=O)N3CCN=C3c3ccccc3)c(=O)oc12
  -11, 3, -2, 36, 0.6, 0.7, -1, 110, 1.1, 1537, 9
[3] Nc1cccc(C(=O)N/N=C/c2ccsc2)c1
  -18, 7, -4, 7, 0.9, 1, -3, 105, 0.066, 1576, 4
[4] O=[N+]([O-])c1ccc(Cl)c(-c2ccc(/C=N/c3c(-c4ccco4)nc4ccccn34)o2)c1
  3, -2, 4, 24, 0.8, 0.8, 17, 98, ., 1419, 3
[5] O=C(NCC1CCCO1)c1ccccc1 (centres undefined)
  -5, 0, -5, -14, 1.1, 1, 7, 105, 1.1, 1519, 1
[6] CC(Oc1ccc(-c2ccccc2)c(F)c1)c1ccn(S(=O)(=O)c2cccc3ccccc23)n1 (centres undefined)
  -7, -4, -8, 34, 0.7, 1, -5, 108, ., 1513, 6
[7] Cc1cc(C)nc(SCc2nnc(SCC(=O)Nc3ncc(C)s3)n2Cc2ccco2)n1
  11, -3, -1, ., 0.5, 1, -7, 104, -0.6, 1436, -1
[8] N#Cc1ccsc1NC(=O)COC(=O)c1ccc(NC(N)=O)cc1
  -73, 3, -16, -6, 1.1, 1, 5, 121, -0.88, 1543, 10
[9] COc1ccc(C(=O)OC(C)CN2CCOCC2)cc1OC (centres undefined)
  0, -1, 17, -5, 1, 1.1, -1, 91, ., 1522, 5
[10] Cc1occc1-c1nnc(SCCCC(=O)c2ccc(F)cc2)n1C
  1, -4, 2, -9, 1.1, 1, 2, 104, ., 1731, -1
[11] COC(=O)C1=C(C)N(c2ccccc2)C(=S)NC1c1ccccc1C(F)(F)F (centres undefined)
  -2, 8, 4, -1, 1, 1.1, -1, 101, 0.38, 1638, 3
[12] COc1ccc(OC)c(NC(=O)/C=C/c2ccccc2[N+](=O)[O-])c1
  2, 2, 4, 14, 0.9, 1, 5, 98, 0.078, 1438, 3
[13] CCOC(=O)c1ccc(Nc2nc(-c3cccnc3)nc3ccccc23)cc1
  6, 11, 32, 10, 0.9, 1, -5, 78, ., 1567, 3
[14] COCc1ccccc1Cn1cnc2c1c(=O)n(C)c(=O)n2C
  10, 5, 3, -1, 1, 1, -8, 100, -0.7, 1440, -2
[15] CCc1ccc(NC(=O)Cn2c(=O)n(CCCC(=O)NCc3ccco3)c(=O)c3ccccc32)cc1
  1, 7, -7, 8, 0.9, 1, -5, 106, -0.36, 1468, 8
[16] COc1cc(C(=O)Nc2ccc(C(C)=O)cc2)c(Br)c(OC)c1OC
  -12, -8, -1, -18, 1.2, 1, 0, 105, -0.0079, 1318, 0
[17] CCOC(=O)c1ccc(NCC(O)COc2ccccc2)cc1 (centres undefined)
  -5, -8, 5, 5, 1, 1, -5, 100, 0.21, 1351, -5
[18] COc1ccc(C2C(C(=O)c3ccco3)=C(O)C(=O)N2CCc2ccccc2)cc1OC (centres undefined)
  0, 0, 5, -5, 1, 1, 0, 100, -0.13, 1583, 4
[19] O=C(NN1C(=O)c2ccc3c4c(ccc(c24)C1=O)CC3)c1ccc(Br)cc1
  -6, 4, -8, 10, 0.9, 1, 12, 116, ., 1497, 8
[20] COc1ccc(OC)c(CNC(=O)CCc2nc(-c3cccs3)no2)c1
  9, 11, -2, 9, 0.9, 1, -1, 102, 0.37, 1638, 5
[21] COc1ccc(CCNC(=O)c2n[nH]c3ccccc23)cc1
  -16, 3, 17, -10, 1.1, 1.1, -2, 88, -0.16, 1537, 11
[22] Cc1sc2ncn(CC(=O)NCC(=O)N(C)C3CCCCC3)c(=O)c2c1C
  -4, 0, 2, 6, 0.9, 1, -2, 98, 0.54, 1633, -3
[23] O=C(NCCCN1CCCCC1)c1ccc2c(c1)NC(=O)C(N1CCOCC1)S2 (centres undefined)
  -9, 2, 3, 2, 1, 1, 19, 101, ., 1348, 4
[24] COc1ccccc1N(CC(=O)NC1CCCC1)C(=O)c1oc(C(C)(C)C)cc1C
  11, 1, 8, -3, 1, 1.1, -3, 98, -0.99, 1726, 9
[25] Cc1cc(OCC(=O)NCc2ccccn2)cc(C)c1Br
  3, -1, -12, 4, 1, 1, 1, 107, -0.087, 1466, 8
[26] CCOc1cccc(=O)c2c(C)n(CC(=O)c3ccccc3)c(C)c12
  -1, 5, 0, 5, 1, 1, 2, 107, -0.55, 1616, 10
[27] O=C(NCc1ccco1)c1cccc(S(=O)(=O)N2CCCCC2)c1
  -2, 2, 2, 12, 0.9, 1, -7, 101, -0.96, 1656, -2
[28] O=c1c2cc(Cl)ccc2[nH]c(=S)n1Cc1ccco1
  4, 11, -7, 13, 0.9, 1, 2, 107, ., 1508, 7
[29] COc1cccc(NC(=O)CN(C)CC(=O)Nc2ccc(Cl)cc2[N+](=O)[O-])c1
  15, 1, -1, -21, 1.2, 1, 0, 105, -0.35, 1564, -2
[30] Nc1nnc(SCc2nnc(-c3ccccc3)o2)s1
  -5, 1, -4, -8, 1.1, 1.1, 3, 107, -0.31, 1392, -6
[31] Cc1ccc(C(=O)Nc2ccccc2Sc2ccccc2)cc1
  -13, 2, -15, 8, 0.9, 1, 3, 111, ., 1580, 3
[32] N/C(Cc1ccc([N+](=O)[O-])cc1)=N\OC(=O)c1ccc(Br)cc1
  6, -4, -6, 0, 1, 1, 3, 107, ., 1467, 4
[33] Cc1nc2c(Br)c(C)nn2c2c1CCC2
  -4, -2, 5, -10, 1.1, 1, 5, 97, -0.36, 1666, 5
[34] O=C(CN1CCN(c2ccccc2F)CC1)c1c[nH]c2ccccc12
  1, -5, -17, 15, 0.9, 1, -10, 120, ., 1564, 1
[35] CCOc1ccc(/C(O)=C2\C(=O)C(=O)N(c3cc(C)on3)C2c2ccccc2OC)cc1 (centres undefined)
  20, 34*, 18, 4, 1, 1, 42*, 86, -2.7, 2300*, 27*
[36] COc1ccccc1C(=O)COC(=O)c1ccccc1O
  -6, 8, -56, -5, 1, 1, 5, 151*, 0.52, 1596, 3
[37] CC(C)n1nnnc1C(c1ccc(F)cc1)N1CCN(C2CCCC2)CC1 (centres undefined)
  -3, -2, 29, -4, 1, 1.1, 6, 80, ., 1437, 2
[38] COc1cnn(-c2ccc(F)cc2)c(=O)c1Br
  -5, 7, -16, -7, 1.1, 1, 6, 126, 0.57, 1690, 4
[39] CCOc1ccc(CSC(CC(=O)O)C(=O)O)cc1 (centres undefined)
  2, 2, -9, 8, 0.9, 1, 4, 110, -0.068, 1540, 6
[40] COc1ccc(NC(=S)N(CCCN2CCOCC2)C(C)c2cc3ccccc3o2)cc1 (centres undefined)
  -6, 4, -2, -5, 1, 1, 2, 103, 1.8, 1691, 6
[41] O=C(CSc1nnc(COc2ccccc2)o1)N1CCN(c2ccccc2)CC1
  -2, 10, 2, 6, 0.9, 1.1, 1, 101, 0.28, 1529, 2
[42] COCCN(CCOC)c1cc(C)c(C#N)c2nc3ccccc3n12
  0, 6, 1, -32, 1.3, 1, 18, 101, -0.017, 1566, 10
[43] OC(COc1ccc2ccccc2c1)CN1CCOCC1 (centres undefined)
  -15, 9, -70, 5, 0.9, 1.1, 1, 159*, ., 1347, 3
[44] CCc1ccc(NC(=O)C2(c3ccccc3)CC2(Cl)Cl)cc1 (centres undefined)
  -5, 1, 18, 12, 0.9, 1.1, 0, 94, ., 1707, 3
[45] O=S(=O)(c1ccc(OCC(O)CN2CCN(c3ccc(F)cc3)CC2)cc1)N1CCOCC1 (centres undefined)
  1, 0, 11, 21, 0.8, 1, -11, 92, ., 1482, -1
[46] O=C(O)CCC1COc2ccccc2O1 (centres undefined)
  5, 4, 9, 7, 0.9, 1.1, 11, 96, -0.12, 1689, 1
[47] COC(=O)Cn1c(=NC(=O)c2ccc(OC)c(OC)c2)sc2cc(OC)ccc21
  -2, 6, -1, 8, 0.9, 1.1, 5, 103, ., 1686, 2
[48] Cc1nn(C(C)C(=O)O)c(C)c1[N+](=O)[O-] (centres undefined)
  -6, -6, -5, 15, 0.8, 1.1, -1, 112, 0.21, 1350, -2
[49] O=C(O)c1ccccc1-c1nc2ccccc2[nH]1
  -7, 0, 1, -9, 1.1, 1, -2, 101, 0.0017, 1490, 0
[50] COC(=O)Nc1ccc(S(=O)(=O)N2CCCC(C(=O)N3CCCCCC3)C2)cc1 (centres undefined)
  7, 2, 10, 13, 0.9, 1, 5, 95, -0.1, 1555, 2

Next structures follow.
Order of results: STAT1 blocker, PPARg SRC-2 ag, STAT3 blocker, bIAP inh, bIAP act, TNAP act hi DEA, PPARg SRC3 recr, STAT3 activator, ROMK primary, TR-FRET SRC-2 ct, PPARg SRC-1 ag
[51] O=C(COC(=O)C1CC2C=CC1C2)NCc1ccco1 (centres undefined)
  -5, 0, 3, -1, 1, 1.1, 7, 102, 0.77, 1379, 4
[52] COC(=O)c1cc(C#N)c(NCc2ccc(Cl)cc2Cl)nc1C
  2, 5, 22, 2, 1, 1.1, 1, 90, ., 1653, 6
[53] CN(C)c1nc(NCc2ccccc2)nc(N/N=C/c2ccccc2F)n1
  -1, -4, 1, -11, 1.1, 1, -2, 101, -0.22, 1412, -1
[54] Cc1nc2cc(N3CCCCC3)c(NC(=O)c3cccnc3)cc2c(=O)n1Cc1ccccc1
  1, 12, -3, 9, 0.9, 1, 8, 105, ., 1442, 1
[55] Cn1ccnc1SCC(=O)c1cc2ccccc2o1
  -14, 2, -27, 9, 0.9, 1, 6, 126, ., 1665, -4
[56] O=C(/C(C=Nc1ccc(Br)cc1)=C(/O)c1ccco1)C(F)(F)F
  -72, -1, 40, 5, 1, 1, 0, 66, ., 1543, 2
[57] O=[N+]([O-])c1ccc(N2CCCCC2)cc1SCCO
  7, -3, 9, 48, 0.5, 0.7, 0, 97, ., 1481, 2
[58] COc1cc2c(cc1OC)C(c1cccc([N+](=O)[O-])c1)N(C(=O)c1ccccc1C(=O)O)CC2 (centres undefined)
  -5, 4, -1, -2, 1, 1, 1, 103, 0.4, 1473, -1

Screens: PubChem BioAssay, several laboratories
